CHRM1 antagonist: blocks human M1 muscarinic receptor; P11229; CHO-K1 hM1, Fluo-8 calcium fluorescence, ACh EC80 antagonist; inhibition, % at 3 µM; 360,000 tested, 1.3% active;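 active = percent inhibition above its own plate's cutoff, namely the mean of that plate's compound wells plus 3 SD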;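 also: peak over basal fluorescence ratio during 140 s after agonist addition; 0% = ACh EC80 plus DMSO and 100% = DMSO alone without agonist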
M5 antag: CHRM5 antagonism in calcium assay; inhibition, % at 3 µM; P08912; CHO-hM5 cells, Fluo-8 calcium fluorescence, ACh EC80; 360,000 tested, 0.59% active;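 active = inhibition above a per-plate cutoff, the mean of that plate's test compounds plus 3 SD, cut at about 27% in these data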;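 also: 0% = acetylcholine EC80 with DMSO and 100% = DMSO without agonist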
Target sequence (P08912 whole entry, looked up): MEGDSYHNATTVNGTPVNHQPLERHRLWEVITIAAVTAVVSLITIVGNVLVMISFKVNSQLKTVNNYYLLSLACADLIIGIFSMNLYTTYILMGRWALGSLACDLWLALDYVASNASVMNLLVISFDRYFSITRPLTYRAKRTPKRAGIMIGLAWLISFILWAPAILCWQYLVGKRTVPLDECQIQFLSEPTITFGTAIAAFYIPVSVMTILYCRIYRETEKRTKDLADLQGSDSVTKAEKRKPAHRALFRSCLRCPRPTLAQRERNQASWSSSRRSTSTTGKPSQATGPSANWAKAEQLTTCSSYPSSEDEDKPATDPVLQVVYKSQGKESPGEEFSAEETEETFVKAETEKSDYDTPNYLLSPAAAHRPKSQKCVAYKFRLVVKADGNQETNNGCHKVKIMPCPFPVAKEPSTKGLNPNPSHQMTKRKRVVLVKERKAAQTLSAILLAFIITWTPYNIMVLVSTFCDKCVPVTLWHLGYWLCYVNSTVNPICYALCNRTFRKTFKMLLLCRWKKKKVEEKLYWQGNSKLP
M4 ag: agonists of human muscarinic M4 receptor (CHRM4); P08173; CHO-K1 hM4/Gqi5, Fluo-8 calcium fluorescence; vehicle 0%, full acetylcholine response 100%; activation, % at 3 µM; 360,000 tested, 0.14% active;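 active = activation above the run mean over all test wells plus 3 SD, cut at about 32% in these data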;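 also: peak over basal fluorescence ratio per well then scaled between controls; 0% = DMSO wells and 100% = acetylcholine at EC100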
Target sequence (P08173 whole entry, looked up): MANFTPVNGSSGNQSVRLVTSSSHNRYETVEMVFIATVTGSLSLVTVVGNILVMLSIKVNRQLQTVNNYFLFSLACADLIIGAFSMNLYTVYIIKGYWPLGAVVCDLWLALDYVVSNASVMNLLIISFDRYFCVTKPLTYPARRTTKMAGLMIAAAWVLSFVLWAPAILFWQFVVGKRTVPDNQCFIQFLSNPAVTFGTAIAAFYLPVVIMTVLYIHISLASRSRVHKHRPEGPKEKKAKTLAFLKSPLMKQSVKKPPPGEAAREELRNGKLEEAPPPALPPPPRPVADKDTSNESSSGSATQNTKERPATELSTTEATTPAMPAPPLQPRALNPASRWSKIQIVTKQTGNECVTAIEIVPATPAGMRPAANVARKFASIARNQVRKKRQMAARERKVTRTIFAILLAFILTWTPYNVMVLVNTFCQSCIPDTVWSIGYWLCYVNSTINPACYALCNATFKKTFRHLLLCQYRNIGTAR
CHRM5 agonist: agonists of human muscarinic M5 receptor (CHRM5); P08912; CHO-K1 hM5 cells, Fluo-8 calcium fluorescence; 0% DMSO wells, 100% maximal acetylcholine response; activation, % at 3 µM; 360,000 tested, 0.19% active; AID 624037;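 active = activation above the run's mean over test compounds plus 3 SD, cut at about 23% in these data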;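 also: signal is peak over basal fluorescence ratio across the kinetic read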
CHRM1 PAM: human CHRM1 positive allosteric modulation; activation, % at 3 µM; 360,000 tested, 0.088% active; CHO-K1 hM1, Fluo-8 calcium fluorescence, ACh EC20; 0% = ACh EC20, 100% = maximal ACh; AID 588819; P11229; in the data active = activation above about 19%, passing the limit was not always enough
M5 PAM: CHRM5 positive allosteric modulation; P08912; CHO-K1 hM5, Fluo-8 calcium, ACh EC20 PAM; 0% = ACh EC20, 100% = ACh EC100; activation, % at 3 µM; 360,000 tested, 0.3% active; AID 624038;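 active = activation above the run cutoff, the mean activation of all test compounds plus 3 SD, cut at about 18% in these data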
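Replicates: One well per compound, no replicates | System: Human M5 receptor in CHO-K1 cells | Benchmarks: Low control EC20 acetylcholine (0%), high control EC100 acetylcholine (100%) | Probe or stimulus: Acetylcholine, EC20 level | Times: Fluo-8 loading 80 min at 37 °C plus 30 min room temperature | Signal: Intracellular calcium via Fluo-8 fluorescence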
CHRM4 antagonist: CHRM4 antagonism in calcium assay; P08173; CHO-hM4 cells, ACh EC80, Fluo-8 calcium fluorescence; inhibition, % at 3 µM; 360,000 tested, 0.73% active; AID 624125;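 active = inhibition above its plate's cutoff, the mean inhibition of sample wells plus 3 SD, cut at about 27% in these data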;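 also: 0% = acetylcholine EC80 with DMSO and 100% = DMSO without agonist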
M1 ag: activates human CHRM1 receptor; P11229; CHO-K1 hM1, Fluo-8 calcium fluorescence, agonist mode; 0% DMSO, 100% acetylcholine EC100; activation, % at 3 µM; 360,000 tested, 0.33% active;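 active = activation above the run's mean compound activation plus 3 SD, cut at about 16% in these data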;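 also: peak over basal fluorescence ratio within a 140 s kinetic read after compound addition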
TAAR1 ag: agonists of human TAAR1 | AID 624467 | activation, % at 3 µM | 360,000 tested, 0.99% active | Q96RJ0 | CHO RD-HGA16 TAAR1, Fluo-8 calcium fluorescence; vehicle wells 0%, saturating PEA agonist 100%;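 active = activation above the mean activation of all test compounds in the run plus 3 SD, cut at about 38% in these data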
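Test system: RD-HGA16 (CHO) cells co-expressing Gα16 and hTAAR1; dosing: one-point dosing at 3 µM (nominal); timing: 17-24 h seeding, 75 min 37 °C dye, 30 min RT; signal: kinetic Fluo-8 calcium fluorescence; read-out basis: % activation relative to PEA EC100 response; controls: DMSO and PEA EC100; replicates: n 1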
* hit, by the source's call. This is a subset, so the mix of outcomes need not match the whole.

SMILES	CHRM1 antagonist	M5 antag	M4 ag	CHRM5 agonist	CHRM1 PAM	M5 PAM	CHRM4 antagonist	M1 ag	TAAR1 ag
CC(=O)c1sc(NC(=O)CCS(=O)(=O)c2ccc(C)cc2)nc1C	-12.9	-0.8	0.2	1.2	8.3	-4.1	-3.8	-4.9	-0.7
COc1ccccc1C(=O)N1CCCN(C(=O)c2ccccc2OC)CC1	-6.9	4.1	0.4	-6.3	6.0	11.4	-11.4	-2.2	6.2
O=C(Cc1cccs1)Nc1nnc(C2CC2)s1	6.2	15.5	7.5	-0.9	-4.8	-7.1	-2.6	-7.5	4.8
COc1ccc2nc(SCC(=O)NC3CCCC3)c(C)cc2c1	-5.3	-6.1	0.2	-4.3	5.4	2.8	10.1	-3.8	3.6
O=C(c1c(F)cccc1F)N(Cc1ccccn1)C1CC1	-16.3	1.7	1.3	-3.5	6.0	2.3	-2.5	-4.4	13.8
COC(=O)[C@H](C)NC(=O)N1CCC(Cc2ccccc2)CC1	-0.6	-3.7	-1.4	-7.3	-0.1	0.1	3.2	-7.8	-1.1
COc1cc(C(O)c2nc(-c3ccccc3)cs2)ccc1F (stereo not drawn)	-4.6	0.3	7.6	2.5	-3.0	-4.7	-12.0	-0.3	0.8
Cc1ccc(NNC(N)=S)cc1Cl	-4.6	3.7	2.3	0.6	1.8	-0.1	-1.7	-1.0	2.1
Cc1c(C(=O)Nc2ccncc2)sc2nc(-c3ccccc3)cn12	15.8	4.6	26.5	10.1	-20.4	-13.2	-5.6	3.1	13.0
COC(=O)c1ccc(NC(=O)COC(=O)c2nc3nccc(C)n3n2)cc1	-3.0	-11.1	2.0	0.0	7.2	8.4	4.5	-4.1	4.4
CCc1noc(C)c1C(=O)N1CC(C)SC1=Nc1ccc(Cl)cc1 (stereo not drawn)	1.0	10.1	-0.7	-8.9	2.2	-10.2	2.6	-7.1	-2.6
Cn1nccc1C(=O)NC1CC(C)(C)Cc2c1cnn2-c1ccc(F)cc1 (stereo not drawn)	-4.6	-0.7	0.5	-1.6	2.5	1.3	2.4	-2.6	-0.4
CC(=O)c1nc2ccccc2n1Cc1ccccc1	-1.2	6.6	0.5	-4.2	0.8	-4.0	-2.3	-8.1	-0.1
COc1ccccc1CNC(=O)C(CCSC)NS(=O)(=O)c1ccc2c(c1)oc(=O)n2C (stereo not drawn)	-6.6	10.4	0.5	-5.3	5.5	-3.5	8.9	-3.8	0.2
Cc1ccc(/C=N/NC(=O)c2csc3c2CCCC3)cc1	-9.2	5.8	3.5	-4.1	6.6	-5.8	-7.9	2.2	8.0
N#Cc1c(-c2ccccc2)nc(SCC(=O)N2c3ccccc3Sc3ccccc32)[nH]c1=O	-17.5	-4.0	-1.1	2.0	11.0	9.3	-6.5	0.4	13.6
COc1cc(C(=O)Nc2cc(S(=O)(=O)N3CCOCC3)ccc2N2CCOCC2)cc(OC)c1C	0.1	8.2	-0.6	-1.8	-2.7	3.9	-0.8	-1.2	1.3
c1ccc(-c2nccc3ccccc23)cc1	-8.5	1.7	-0.4	0.0	2.3	1.2	-6.6	-3.8	-3.0
COc1cc(/C=C/c2ccc3c([N+](=O)[O-])cccc3n2)ccc1OCC(=O)O	-7.5	5.3	0.4	1.7	5.6	-1.9	7.6	-1.5	-0.2
CCSC(SCC)[C@H](O)[C@@H](O)[C@H](O)[C@H](O)CO	-16.1	-1.4	0.5	0.5	-5.4	-3.1	-0.9	-0.9	0.0
Cc1ccc(N/N=C(\C#N)C(=N)N2CCOCC2)cc1	-7.2	4.3	1.0	-1.1	4.8	-1.8	5.9	-7.4	1.2
O=C(NN1CC(C(=O)OCc2ccc(Br)cc2)CC1=O)c1ccccc1 (stereo not drawn)	-1.1	-12.1	8.7	0.5	-1.0	0.2	-8.4	-0.9	4.3
Cc1noc(C)c1S(=O)(=O)N(C)C[C@H]1OCc2cn(nn2)CCCC(=O)N([C@H](C)CO)C[C@@H]1C	-8.9	6.4	15.2	0.4	2.0	-2.7	-12.2	-3.9	1.3
C=CCNC(=O)COCc1cc(-c2ccc3c(c2)OCO3)on1	2.1	1.0	2.0	-3.0	-0.3	-5.0	-2.6	-2.4	-0.8
O=C(CN1CCCC1)Nc1ccc(Br)cc1[N+](=O)[O-]	-10.7	11.4	-0.8	-4.2	8.0	-1.1	11.3	-6.6	-1.8
CC(CNc1nc2ccccc2n2cnnc12)c1ccccc1 (stereo not drawn)	-6.2	2.0	2.5	1.0	3.7	-2.2	-5.9	-2.4	6.7
CCOC(=O)Nc1ccc2c(c1)N(C(=O)CCN(CC)CC)c1ccccc1CC2	22.1	-4.2	1.1	-24.6	-23.0	-23.5	-8.3	-9.6	7.1
O=C(Nc1ccc(S(=O)(=O)N2CCCC2)cc1)c1cccnc1Cl	-10.1	-0.2	1.3	3.2	9.3	3.5	-10.8	-2.8	2.4
Cc1nc(SCC(=O)NNC(=O)c2ccc(F)cc2)c2ccccc2n1	-12.2	19.8	-0.6	-5.4	17.9	-6.2	0.4	-1.3	0.3
Cc1ccsc1-c1nc(CSCC(=O)NCCN2CCCC2)c(C)o1	16.6	8.7	-0.1	-8.2	-21.5	-10.2	7.8	-6.2	0.6
CCn1cc(C(C)NC(=O)Nc2ccccc2C(=O)OC)c(C)n1 (stereo not drawn)	-12.7	-7.3	1.7	-4.5	-3.0	-2.8	-17.9	-1.8	5.2
CCO[C@H]1OC(C(=O)NC2CC2)=C[C@@H](c2ccc(Br)cc2)[C@@H]1CCCO	6.5	7.1	7.7	7.4	6.8	-2.6	5.3	2.9	20.0
CC(C)Cc1nc2sc3c(c2c(=O)n1N)CC(C)(C)OC3	0.6	10.2	5.6	5.3	-2.5	-9.8	-5.1	2.8	0.7
CC(C)(C)[C@@H]1COC(=O)[C@@H](Cc2ccc(F)cc2)C/C=C\C[C@H](CC(=O)N(CCO)Cc2ccccc2)C(=O)N1	-6.4	-4.4	13.0	1.2	8.0	-4.8	-13.3	-4.9	12.9
Cc1nc2sc(C(c3cccc(F)c3)N3CCN(C(=O)c4ccco4)CC3)c(O)n2n1 (stereo not drawn)	2.1	10.0	-0.2	-3.1	0.7	-5.2	-3.8	-4.2	3.5
Cc1ccc(O)c(-c2[nH]ncc2C(=O)c2ccc(Br)cc2)c1	-22.3	11.8	4.5	0.4	24.6	-3.1	-6.7	3.2	6.1
CCn1c(CNC(=O)C(C)(C)C)nc2ccccc21	-4.0	1.1	-0.2	0.9	3.7	-3.1	-7.9	-8.1	-0.4
Nc1nc2c(ncn2[C@@H]2O[C@H](CNCc3ccc4ncccc4c3)[C@@H](O)[C@H]2O)c(=O)[nH]1	-7.2	-3.5	0.7	2.6	-7.5	10.6	-0.7	-4.3	1.8
CC(COc1ccccc1)N1CCC(CO)(CCc2ccccc2)CC1 (stereo not drawn)	-0.1	-4.9	3.0	-5.3	-6.2	-2.8	-9.9	-14.7	9.8
Cc1cccnc1NC(=O)CNC(=O)c1ccccc1	-2.4	1.7	0.6	2.1	4.2	2.4	-2.4	-1.8	13.3
S=C(Nc1ccccc1Cl)N1CCC(c2ccccc2)C1 (stereo not drawn)	-12.3	3.7	0.3	-4.5	4.4	0.9	-4.5	-1.7	0.9
Cc1cccc(C(=O)NCC(c2ccco2)N(C)C)c1 (stereo not drawn)	10.3	8.8	0.0	-6.1	-5.2	6.5	1.9	-8.1	4.4
COc1ccc(CNC(=O)c2ccc(CS(=O)(=O)Cc3ccccc3F)o2)cc1	9.0	7.3	11.1	7.8	-7.5	-8.9	4.2	-0.9	10.1
CC1CCCC(C)N1C(=O)c1cc2ncc(CCCl)cn2n1 (stereo not drawn)	-2.8	-0.8	1.7	1.9	6.5	5.1	-6.7	-6.1	1.4
CC(NC(=O)COC(=O)c1ccc2c(c1)OCO2)c1ccccc1 (stereo not drawn)	-17.4	4.1	1.9	1.7	8.6	2.8	-3.1	-5.1	1.8
CC12CCC(c3c(CO)nn(-c4ccccc4)c31)C2(C)C (stereo not drawn)	-9.4	3.5	0.2	-2.4	9.5	0.5	9.3	-5.2	5.5
CC(=O)N1c2ccc(S(=O)(=O)N3CCCC(C(=O)NCc4ccccc4)C3)cc2CC1C (stereo not drawn)	-2.4	5.9	0.4	1.3	3.6	0.1	0.0	-4.2	1.0
COc1ccc(CN2C(=O)C(CC(=O)NCc3cccc4ccccc34)CC(C(=O)N3CCOCC3)=C2C)cc1 (stereo not drawn)	-15.7	-0.9	4.7	-2.0	8.8	5.3	-8.6	-5.5	3.6
O=C(O)CCC(=O)Nc1ccccc1C(=O)NCc1ccco1	-10.6	-4.0	0.5	-3.5	13.9	17.1	-7.6	0.2	2.8
CC(C)(C)OC(=O)N1CCc2onc(-c3ccc(N)cc3)c2C1=O	-2.2	4.1	3.5	1.7	0.4	-0.3	-2.0	-3.6	1.3
CCc1c(C(=O)N/N=C/c2sccc2C)nnn1-c1nonc1N	-3.9	18.5	3.0	-2.5	4.0	-4.4	-13.7	-3.8	3.1
c1ccc2c(CCc3ccncc3)cccc2c1	-3.7	0.9	-0.6	-9.7	-4.2	6.0	-10.2	-5.9	-1.2
CN(C)c1ccc(-c2cc(NC=O)c3ncc(-c4ccc(F)c(Cl)c4)n3c2)cc1	17.2	8.6	21.6	7.5	-13.7	-1.4	13.4	11.4	7.9
Cc1cc(C(=O)NNC(=O)c2cccc(S(=O)(=O)N3CCOCC3)c2)c2ccccc2n1	-5.0	5.1	0.7	0.1	7.2	1.1	-11.3	-3.5	3.9
COc1ccccc1C(=O)Nc1ccc(OCC(=O)N2CC(C)CC(C)C2)cc1 (stereo not drawn)	-7.5	-13.0	4.0	1.5	10.2	6.8	-12.4	-0.9	0.9
NC(=O)C1CCCN(C(=O)c2ccc3oc(Cc4ccc(Cl)cc4)nc3c2)C1 (stereo not drawn)	0.1	3.3	1.1	-2.4	16.0	-4.5	-5.3	2.5	3.1

Ordered by molar mass (lowest first): four of the compounds above.
SMILES	CHRM1 antagonist	M5 antag	M4 ag	CHRM5 agonist	CHRM1 PAM	M5 PAM	CHRM4 antagonist	M1 ag	TAAR1 ag
CC(C)(C)OC(=O)N1CCc2onc(-c3ccc(N)cc3)c2C1=O	-2.2	4.1	3.5	1.7	0.4	-0.3	-2.0	-3.6	1.3
COc1ccccc1C(=O)Nc1ccc(OCC(=O)N2CC(C)CC(C)C2)cc1 (stereo not drawn)	-7.5	-13.0	4.0	1.5	10.2	6.8	-12.4	-0.9	0.9
CC(=O)N1c2ccc(S(=O)(=O)N3CCCC(C(=O)NCc4ccccc4)C3)cc2CC1C (stereo not drawn)	-2.4	5.9	0.4	1.3	3.6	0.1	0.0	-4.2	1.0
COc1ccc(CN2C(=O)C(CC(=O)NCc3cccc4ccccc34)CC(C(=O)N3CCOCC3)=C2C)cc1 (stereo not drawn)	-15.7	-0.9	4.7	-2.0	8.8	5.3	-8.6	-5.5	3.6

Bioassay records deposited in PubChem BioAssay by The Scripps Research Institute Molecular Screening Center.
